# Bioassay records (PubChem BioAssay)
# NFkB transloc pot: enhances IL-1B driven NFkB nuclear translocation; activation, % at 2 µM; 94,000 tested, 0.3% active; HUVEC IL-1B NFkB p65 nuclear translocation imaging;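 active = activation above 40%, about the mean plus 3 SD, also judged a hit on visual image review; inconclusive = activation above 40% but not a hit on visual review; inactive = activation not above 40% and no visual hit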;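 note: percent activation is computed from the nuclear over cytoplasmic p65 intensity ratio; values of inactives mirror those of a sister screen read the other way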
# MRP reversal: compounds reversing MRP-mediated drug resistance; H69AR cells + 2 uM doxorubicin, CellTiter-Glo, 72 h; differential viability (reversal), % at 10 µM; AID 602; 85,000 tested, 0.04% active;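 active = viability drop by adding the cancer drug above about 55%, with treated viability meeting a 40% cutoff, limit read from the data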;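 note: viability without doxorubicin minus viability with 2 µM doxorubicin for each compound; larger differential means the compound sensitizes cells more to doxorubicin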
# Bcl-B TR3 displacers: displacers of TR3 peptide from Bcl-B, primary screen, selectivity assay for Bfl-1 inhibitor project, biochemical, fluorescence polarization; FP displacement of FITC-TR3 peptide from Bcl-B; higher % means a stronger effect; displacement, % at 20 µM, or IC50 in µM where a hit was titrated; 96,000 tested, 0.11% active;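 active = displacement above 50% at 20 µM plus a fluorescence interference ratio under 1.5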;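 note: plate controls were wells without compound for no effect and wells lacking Bcl-B protein for full effect; a part of the inactive calls stands beside numbers as strong as those of hits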
# PLAP inhibitors HTS: inhibition of human placental alkaline phosphatase – biochemical, luminescence, HTS (AID 690); purified PLAP, luminescent substrate; higher % means a stronger effect; inhibition, % at 20 µM, or IC50 in µM where a hit was titrated; 96,000 tested, 0.08% active; in the data active = a potency from the dose series; inactive = the rest, 99 in 100 with inhibition below about 30%; note: strong numbers were not always called active
# IL1B NFkB inh: blocks IL-1B driven NFkB nuclear translocation in HUVEC cells; HUVEC IL-1B NFkB p65 nuclear translocation imaging; inhibition, % at 2 µM; 94,000 tested, 0.43% active;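 active = inhibition above about 30% together with a positive call from visual inspection of the well image, limit read from the data; inconclusive = inhibition above a set limit but visual check negative; inactive = inhibition not above a set limit, visual check negative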;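 note: nuclear over cytoplasmic p65 intensity ratio measured by imaging; 0% = IL-1B stimulated DMSO wells and 100% = unstimulated DMSO wells; values of inactives mirror those of a sister screen read the other way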
# MRP reversal cytotoxicity: further read-out of MRP reversal, marked with its call; viability, %; H69AR cells, CellTiter-Glo, 72 h; measured here: cytotoxicity without doxorubicin
# MRP reversal with doxorubicin: also measured in MRP reversal; calls as there; viability, %; measured here: viability with 2 uM doxorubicin; hits give low values
# IL1B NFkB inh cell count 2 µM: further read-out of IL1B NFkB inh, marked with its call; cell count; measured here: cells passing quality filter;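 raw number of nuclei counted in each imaged well without normalization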
# NFkB transloc pot cell count 2 µM: also measured in NFkB transloc pot; calls as there; cell count; measured here: cells passing quality filter
# Starred values were filed as active, the others as inactive; u = inconclusive; x = not tested or not shown.
SMILES,NFkB transloc pot,NFkB transloc pot cell count 2 µM,MRP reversal,MRP reversal cytotoxicity,MRP reversal with doxorubicin,Bcl-B TR3 displacers,PLAP inhibitors HTS,IL1B NFkB inh,IL1B NFkB inh cell count 2 µM
CC1CC(C)CN(S(=O)(=O)c2cccc(C(=O)OCCN3CCCC3=O)c2)C1 (stereo unspecified),0,181,16,96,81,6%,-69%,0,181
CCC(=O)Nc1nnc(-c2ccncc2)s1,-4,172,2,90,88,6%,10%,4,172
Cc1ccc(CNC(=O)CSc2c3c(nc4cc(Cl)ccc24)CCCC3)o1,-16,133,0,3,3,-54%,-54%,16,133
COC(=O)C1CCN(C(=O)COc2ccc(Cl)cc2)CC1,33,133,13,95,82,-6%,-14%,-33,133
Cc1ccccc1NC(=O)C1CC(=O)N(c2ccccc2F)C1 (stereo unspecified),x,x,12,101,89,-2%,14%,x,x
CCNCc1cc(OCC)c(OCC(=O)NCCc2ccccc2)cc1Cl,-10,114,x,x,x,0%,-42%,10,114
CCCC1CCC(C(=O)Nn2cnc3ccccc3c2=O)CC1 (stereo unspecified),-14,111,5,100,95,-9%,-9%,14,111
Cc1ccccc1OCC(=O)Nc1ccc(C(N)=O)cc1,6,189,12,105,93,6%,19%,-6,189
CC(=O)Nc1ccccc1-c1nc2ccc(C(=O)N3CCN(c4ccccc4)CC3)cc2[nH]c1=O,-38,82,-1,92,93,1%,-38%,38*,82*
CC(C)(C)C1CCC(=NNc2ncc(C(F)(F)F)cc2Cl)CC1 (stereo unspecified),-5,135,x,x,x,-7%,17%,5,135
CC(C(=O)NC1CCCC1)N(Cc1ccc2c(c1)OCO2)C(=O)c1snc(C(N)=O)c1N (stereo unspecified),11,195,-19,57,75,-1%,24%,-11,195
O=C(CNC(=O)c1cccs1)c1ccc(F)cc1,16,101,-4,100,104,x,x,-16,101
C=CCSc1nnc(-c2ccc(Cl)cc2Cl)o1,-10,137,-14,97,111,-9%,0%,10,137
CCCCN(CCCC)C(=O)CN(C)S(=O)(=O)c1ccc2c(c1)n(C)c(=O)c(=O)n2C,1,144,1,77,76,x,x,-1,144
CS(=O)(=O)N1CC(C(=O)NN)Oc2ccc(Cl)cc21 (stereo unspecified),4,125,x,x,x,9%,6%,-4,125

# The list goes on, overlapping the part above by 2 compounds.
SMILES,NFkB transloc pot,NFkB transloc pot cell count 2 µM,MRP reversal,MRP reversal cytotoxicity,MRP reversal with doxorubicin,Bcl-B TR3 displacers,PLAP inhibitors HTS,IL1B NFkB inh,IL1B NFkB inh cell count 2 µM
CCCCN(CCCC)C(=O)CN(C)S(=O)(=O)c1ccc2c(c1)n(C)c(=O)c(=O)n2C,1,144,1,77,76,x,x,-1,144
CS(=O)(=O)N1CC(C(=O)NN)Oc2ccc(Cl)cc21 (stereo unspecified),4,125,x,x,x,9%,6%,-4,125
CCOC(=O)c1cnn(-c2ccccc2)c1NC(=O)c1ccccc1,x,x,8,93,85,3%,-9%,x,x
O=C(CNC(=O)c1ccccc1C(=O)O)c1ccccc1,30,167,14,108,94,2%,1%,-30,167
Cc1ccc(C(=O)COC(=O)CNC(=O)Cc2ccccc2)cc1[N+](=O)[O-],2,100,x,x,x,-3%,-1%,-2,100
O=C(O)CSc1nnc(Cn2c(=O)sc3ccccc32)n1-c1cccc(Cl)c1,23,205,19,99,80,-8%,-9%,-23,205
COc1cc(S(=O)(=O)N(CCc2ccccc2)Cc2cccs2)ccc1-n1cnnn1,29,121,-15,45,61,x,x,-29,121
CCCCNC(=S)NNC(=O)c1ccoc1C,23,172,x,x,x,-2%,-77%,-23,172
Cn1cnc2cc(OC(=O)c3ccccc3)ccc21,7,47,2,105,103,8%,21%,-7,47
O=C(COc1cccc2ccccc12)N1c2ccccc2CCc2ccccc21,-1,187,x,x,x,7%,-33%,1,187
COc1ccc(CCN(Cc2cc3cc4c(cc3[nH]c2=O)OCO4)C(C)=O)cc1OC,x,x,-21,67,87,2%,-32%,x,x
CC1CCc2cc(F)ccc2N1C(=O)CSc1nnc2c(n1)[nH]c1ccc(F)cc12 (stereo unspecified),-8,117,x,x,x,-2%,18%,-1,141
COc1cccc(-c2cc(C(F)(F)F)n3ncc(C(=O)O)c3n2)c1,-3,135,11,85,74,0%,-1%,3,135
COc1ccccc1NC(=O)COc1ccc(/C=N/NC(=O)CSCc2ccc(Cl)cc2)cc1,8,128,x,x,x,-8%,-11%,-8,128
Cc1ccc(C(=O)n2cnnc2N)cc1,6,183,2,93,91,-13%,-16%,-6,183
CCc1cc(C)cc(OCCNC(=O)c2ncn[nH]2)c1,-7,104,-6,91,97,-9%,-97%,7,104
N#Cc1cc2ccccc2nc1SCC(=O)Nc1ccc(S(=O)(=O)N2CCCC2)cc1,8,122,-15,53,67,-5%,-49%,-8,122

# Rewritten with values under each structure: part of the list above
# Every second line gives: NFkB transloc pot	NFkB transloc pot cell count 2 µM	MRP reversal	MRP reversal cytotoxicity	MRP reversal with doxorubicin	Bcl-B TR3 displacers	PLAP inhibitors HTS	IL1B NFkB inh	IL1B NFkB inh cell count 2 µM
- O=C(COc1cccc2ccccc12)N1c2ccccc2CCc2ccccc21
    -1	187	x	x	x	7%	-33%	1	187
- COc1cccc(-c2cc(C(F)(F)F)n3ncc(C(=O)O)c3n2)c1
    -3	135	11	85	74	0%	-1%	3	135
- Cn1cnc2cc(OC(=O)c3ccccc3)ccc21
    7	47	2	105	103	8%	21%	-7	47
- CCCCNC(=S)NNC(=O)c1ccoc1C
    23	172	x	x	x	-2%	-77%	-23	172
- O=C(O)CSc1nnc(Cn2c(=O)sc3ccccc32)n1-c1cccc(Cl)c1
    23	205	19	99	80	-8%	-9%	-23	205
- COc1cc(S(=O)(=O)N(CCc2ccccc2)Cc2cccs2)ccc1-n1cnnn1
    29	121	-15	45	61	x	x	-29	121

# Following part
SMILES,NFkB transloc pot,NFkB transloc pot cell count 2 µM,MRP reversal,MRP reversal cytotoxicity,MRP reversal with doxorubicin,Bcl-B TR3 displacers,PLAP inhibitors HTS,IL1B NFkB inh,IL1B NFkB inh cell count 2 µM
Cc1ccc(CCNC(=O)C2CCC(=O)N2Cc2cccnc2)cc1 (stereo unspecified),x,x,5,105,101,10%,-26%,x,x
CC(C)COC(=O)Nc1nnc(SCCOc2ccccc2)s1,-4,139,x,x,x,-5%,-41%,4,139
CCC(CC)C(=O)NCCN1CCN(C(=O)C(CC)CC)CC1,5,182,-3,95,98,-2%,-21%,-6,182
CCn1c(CC(=O)Nc2cccc(OC)c2)nnc1SCC(=O)Nc1nccs1,-7,96,10,83,74,-2%,-19%,7,96
Brc1cc2c(cc1Cn1c(-c3cncs3)nc3ccccc31)OCO2,18,136,-2,41,43,2%,-11%,-18,136
CCn1c(SCC(=O)NCCc2ccc(OC)c(OC)c2)nc2c1c(=O)n(C)c(=O)n2C,-1,136,5,91,86,3%,-30%,1,136
CCCCOC(=O)CCNc1n[nH]c(=O)[nH]c1=O,x,x,19,93,74,2%,6%,x,x
Cc1ccc(-n2c(N)c(C(=O)NCc3ccco3)sc2=S)cc1,-6,154,10,90,80,5%,1%,6,154
O=C(CCn1c(=S)[nH]c2ccccc2c1=O)N1CCOCC1,-2,164,-8,99,107,0%,-10%,2,164
C=CCN1CCN(C(c2cc(OC)ccc2OC)c2nnnn2CC2CCCO2)CC1 (stereo unspecified),11,96,6,88,82,-10%,-51%,-11,96
O=c1[nH]c(=O)n(CCc2ccc(F)cc2)c(O)c1C=NCc1ccc2c(c1)OCO2,2,107,x,x,x,-2%,-2%,-2,107
Cc1ccc2[nH]c3c(NCCCN4CCCC4=O)ncnc3c2c1,3,191,x,x,x,1%,-10%,-3,191
Cc1cc(NC(=O)CSc2nc(-c3ccco3)cc(C(F)(F)F)n2)n(-c2ccccc2)n1,-10,137,x,x,x,x,x,10,137
CC(=O)N1CCc2cc(C(=O)CN3CCN(c4ccccc4F)CC3)ccc21,19,77,-24,52,75,4%,-50%,-19,77
CC1(C)OC(=O)C(=CNc2ncccn2)C(=O)O1,10,168,-20,87,106,1%,-5%,-10,168
CCN1CCN(CCCNC(=O)C2CCCN(c3nnc(-n4cccc4)s3)C2)CC1 (stereo unspecified),7,118,10,93,83,-3%,-28%,-7,118
CN(CCNC(=O)Cn1c(=O)sc2ccccc21)Cc1ccccc1,-2,157,9,97,88,-6%,-37%,2,157
Fc1ccc(-c2noc(C3CCN(Cc4cccnc4)CC3)n2)cc1,8,177,2,94,92,-9%,0%,-8,177
O=C(Nc1ccc(Cl)cc1)c1ccc(-n2cncn2)c([N+](=O)[O-])c1,5,87,x,x,x,3%,18%,-5,87
O=C(Cn1ncc2c(=O)oc3ccccc3c21)N1CCCc2ccccc21,-7,178,x,x,x,0%,-2%,7,178
CCOc1cc2[nH]c(=O)n(CCCN3CCCC3=O)c(=O)c2cc1OCC,u,x,-1,95,96,-18%,0%,-63,107
O=C(O)CCNc1cc2ccccc2cc1C(=O)O,x,x,23,100,77,30%,-3%,x,x
Cc1c(/C(O)=C2/C(=O)C(=O)N(Cc3cccnc3)C2c2cccs2)cnn1-c1ccccc1 (stereo unspecified),-7,175,6,92,86,-2%,-51%,7,175
O=C(Nc1cc(C(F)(F)F)ccc1N1CCOCC1)c1cncc(Br)c1,x,x,-1,82,83,4%,-10%,x,x
CCOC(=O)Cn1c2ccccc2c2nc3ccccc3nc21,-3,112,-19,6,25,-7%,-29%,4,112
COc1cc(C(=O)N/N=C/c2ccsc2C)cc(OC)c1OC,-21,95,x,x,x,-3%,-11%,21,95
CC(C)N(C1=N/C(=C\c2ccco2)C(=O)N1c1ccccc1)C(C)C,-13,147,x,x,x,0%,-10%,13,147
CCn1c(CNC(=O)c2ccco2)nnc1SCC(=O)Nc1ccc(Br)cc1F,5,116,3,94,91,x,x,-5,116
Cc1ccc(-c2noc(CCC(=O)NCc3ccc4c(c3)OCO4)n2)cc1,2,164,-8,94,102,-4%,13%,-2,164
CCn1cc(C(=O)Nc2cc3c(cc2NC(C)=O)OCCO3)c(=O)c2ccc(C)nc21,3,182,4,85,82,x,x,-3,182
COc1ccc(C(=O)c2ccc(CC#N)s2)cc1,-7,138,x,x,x,0%,19%,7,138
COC(=O)c1cccc(NC(=O)CSc2nc(C)cc(=O)[nH]2)c1,0,90,13,88,75,x,-20%,0,90
COc1cccc(/C=N/NC(=O)CSc2nnc(C)n2-c2ccccc2)c1OC,12,175,x,x,x,-5%,-3%,-12,175
Cc1nc(Cc2nnc(SCc3nc(N)nc(Nc4ccccc4C)n3)o2)cs1,3,132,14,95,82,-15%,-53%,-3,132
CCOC(=O)CN1CC23C=CC(O2)C(C(=O)NC2CCCCCC2)C3C1=O (stereo unspecified),17,37,-2,97,99,-8%,-17%,-17,37
Cc1nnc2n(-c3ccccc3)c(=O)c3c4c(sc3n12)CC(C)CC4 (stereo unspecified),7,165,19,76,57,-3%,0%,-7,165
Cc1nc2c(C(=O)NCCC3=CCCCC3)c[nH]n2c(=O)c1Cl,5,103,x,x,x,25%,-30%,-5,103
C=CCn1c(COc2ccc(CC)cc2)nnc1SCC(=O)NC1CCS(=O)(=O)C1 (stereo unspecified),3,98,11,108,97,1%,-73%,-3,98
COc1ccc(S(=O)(=O)N2CCN(C)CC2)c2ccccc12,x,x,3,98,96,1%,-12%,x,x
Cc1cc(C)n(-c2nc3ccccc3c3nc(C)nn23)n1,x,x,1,87,86,-3%,-9%,x,x
CCOC(=O)C1CCCN(C(=O)C2CCN(S(=O)(=O)N3CCC4(CC3)OCCO4)CC2)C1 (stereo unspecified),20,146,4,94,91,18%,-49%,-20,146

# An excerpt. The share of hits here may be higher or lower than overall.
